Source: PubChem
Pf growth 96h – Primary qHTS for delayed death inhibitors of the malarial parasite plastid, 96 hour incubation; Potency, µM (doses to about 28.7 µM), for the others: top-dose activity change, negative = inhibition, usual class: inhibitors; actives 6.9% (n = 320,000); P. falciparum luciferase reporter growth, 96 h; further: potency means the concentration at half of the fitted maximal effect; on the % scale 0 is the no-effect control and ±100 the full control effect
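Luminescence readout: decreased luciferase signal marks inhibited growth of reporter-expressing P. falciparum in infected red cells (2% hematocrit, 0.05% parasitemia final), exposed to compound two generations (96 h, 37 C, 5% CO2).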
Pf growth 48h – Primary qHTS for delayed death inhibitors of the malarial parasite plastid, 48 hour incubation; P. falciparum luciferase growth in erythrocytes, 48 h; Potency, µM (top dose mostly 28.7 µM), for the others: at the highest dose activity change, negative = inhibition, hits mostly inhibitors; actives 5.9% (n = 310,000); further: potency means the concentration at half of the fitted maximal effect; on the % scale 0 is the no-effect control and ±100 the full control effect
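Growth was read as firefly luciferase luminescence after a 48 h, 37 C, 5% CO2 exposure of compounds to reporter-bearing P. falciparum cultures (0.1% parasitemia, 2% hematocrit final) in Albumax-supplemented RPMI 1640.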
CHX counter – Cycloheximide Counterscreen for Small Molecule Inhibitors of Shiga Toxin; cell reporter, cycloheximide protein synthesis inhibition counterscreen; max response, %; actives 12% (n = 300,000); AID 2314, 2010; in the data active means max response mostly above about 13%, no sharp cut-off; inactive means mostly below about 14%; further: read at 38.3 µM for the half of the compounds with a filed dose; 0% is about no effect
AmpC inh no detg – qHTS Inhibitors of AmpC Beta-Lactamase (assay without detergent); Potency, µM (titrated, usually from 57.1 µM), for the others: at the highest dose activity change, negative = inhibition, hits mostly inhibitors; actives 0.52% (n = 330,000); AmpC nitrocefin hydrolysis, absorbance 480 nm, 0.0001% Triton; AID 485341, 2010; P00811;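 further: potency means the concentration at half of the fitted maximal effect; plate controls were no compound for no effect and no enzyme for full effect; nearly all actives have a fitted effect of over 20% in size; some results filed as inactive show a strong effect at the top dose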
Target sequence (P00811 whole entry, looked up): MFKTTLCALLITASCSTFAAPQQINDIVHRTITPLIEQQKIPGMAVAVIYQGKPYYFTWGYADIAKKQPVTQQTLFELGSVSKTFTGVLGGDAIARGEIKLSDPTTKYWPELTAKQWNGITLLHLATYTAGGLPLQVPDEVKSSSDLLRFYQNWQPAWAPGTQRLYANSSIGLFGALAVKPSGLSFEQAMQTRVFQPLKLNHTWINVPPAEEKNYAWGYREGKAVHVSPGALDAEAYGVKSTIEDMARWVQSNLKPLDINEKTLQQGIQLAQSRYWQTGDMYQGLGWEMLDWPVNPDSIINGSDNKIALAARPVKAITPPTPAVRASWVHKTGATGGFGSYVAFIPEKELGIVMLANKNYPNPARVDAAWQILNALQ
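20 mM phosphate pH 7.0 + 0.01% (detergent screen) or 0.0001% Triton X-100; 5.3 nM AmpC reagent; cpd preinc 15 min RT; nitrocefin (800 uM stock) to start; A480 q20 s × 4 min; Activity was normalised to no-enzyme and no-compound control wells.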
LmPK inhibitor – qHTS Assay for Inhibitors of Leishmania Mexicana Pyruvate Kinase (LmPK); AID 1721, 2009; Potency, µM (series often up to 57.5 µM), for the others: at the top dose activity change, negative = inhibition, hits mostly inhibitors; actives 0.37% (n = 290,000); purified LmPK, Kinase-Glo ATP luminescence, 1 h; further: potency means the concentration at half of the fitted maximal effect; on the % scale 0 is the no-effect control and ±100 the full control effect
Target sequence (Q27686 whole entry, looked up): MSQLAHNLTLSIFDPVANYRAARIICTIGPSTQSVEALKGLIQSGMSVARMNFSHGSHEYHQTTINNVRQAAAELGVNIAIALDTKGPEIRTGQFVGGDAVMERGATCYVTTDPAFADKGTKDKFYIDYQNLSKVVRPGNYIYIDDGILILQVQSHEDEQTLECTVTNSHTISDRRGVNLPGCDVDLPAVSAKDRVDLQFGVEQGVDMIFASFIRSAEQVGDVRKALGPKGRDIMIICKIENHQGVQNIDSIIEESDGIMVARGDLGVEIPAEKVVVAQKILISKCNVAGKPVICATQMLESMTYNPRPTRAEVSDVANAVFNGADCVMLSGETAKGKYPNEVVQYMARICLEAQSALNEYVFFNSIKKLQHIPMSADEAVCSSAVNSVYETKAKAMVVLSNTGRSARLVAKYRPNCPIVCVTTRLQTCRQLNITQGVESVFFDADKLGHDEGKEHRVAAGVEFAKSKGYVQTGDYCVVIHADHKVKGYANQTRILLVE
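Purified LmPK (0.1 nM) converted ADP (0.1 mM) to ATP with PEP (0.5 mM) in imidazole buffer pH 7.2 with KCl and MgCl2, 1 h at room temperature. ATP was read by Kinase-Glo luminescence; data normalized to uninhibited and no-enzyme controls.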
TbPYK inhibitor – qHTS of Trypanosoma Brucei Inhibitors; TbPYK enzyme, Kinase-Glo Plus ATP luminescence, 45 min; Potency, µM (doses to about 76.8 µM), for the others: at the top dose activity, negative = inhibition, hits mostly inhibitors; actives 0.12% (n = 410,000); AID 624173, 2012; further: potency means the concentration at half of the fitted maximal effect; on the % scale 0 is the no-effect control and ±100 the full control effect; nearly all actives have a fitted effect of over 50% in size
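TbPYK + substrate in 50 mM TEA pH 7.2, 100 mM KCl, 10 mM MgCl2, 0.05% BSA, 0.01% Tween-20; cpd pinned; ADP 130 uM final; 45 min RT; Kinase-Glo Plus 10 min; luminescence endpoint.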
Shiga inhibitor – A qHTS for Small Molecule Inhibitors of Shiga Toxin; Vero cells, Shiga toxin protein synthesis inhibition reporter; inhibition, % at 38.7 µM; actives 9.2% (n = 290,000); AID 2315, 2010; in the data active means inhibition mostly above about 28%, no sharp cut-off; inactive means mostly below about 43%; further: 0% is about no effect
An asterisk follows results filed as active; u = inconclusive; x = not tested or not shown; & = joins results of further samples; [ ] = another dose, or the depositor's remark. Unless noted, the call rests on the fitted dose curve; in most records, active means well fitted curve in the direction sought with a large enough effect; inconclusive means small, poorly fitted or top-dose-only effect, or another doubt; inactive means no such curve, though single readings can be large; an effect the other way counts as inactive or inconclusive.

SMILES	AmpC inh no detg	LmPK inhibitor	CHX counter	Shiga inhibitor	TbPYK inhibitor	Pf growth 96h	Pf growth 48h
Cc1cc(C)nc(SCC(=O)Nn2cnnc2)n1	-23%	-2%	-5	-13	0%	0%	1%
COc1ccc(/C=C/C(=O)c2cccc(-n3cnnn3)c2)cc1O	-30%	-2%	7	-17	-18%	-22%	-12%
O=C(CCc1nnc2ccc(N3CCCC3)nn12)Nc1ccc(F)c(F)c1	-2%	1%	-3	-7	5%	u	-6%
CCOC(=O)c1cc(OC(=O)c2ccccc2Cl)n(-c2ccccc2)n1	x	x	28	36	4%	x	x
COc1ccc(NS(=O)(=O)c2ccc(F)c(Cl)c2)cn1	-29%	12%	3	-5	-1%	44%	46%[activator]
Cc1noc(C)c1CSCC(=O)Nc1cc(Cl)ccc1N1CCOCC1	12%	-6%	-2	-9	-1%	u	-29%
C/C(=N\NC(=O)c1ccn(C)n1)c1ccco1	-15%	-5%	40*	85*	-6%	u	121%[activator]
Nc1ccccc1C(=O)OCCOc1ccccc1	-31%	u	34*	87*	-3%	x	240%[activator]

The list continues:
SMILES	AmpC inh no detg	LmPK inhibitor	CHX counter	Shiga inhibitor	TbPYK inhibitor	Pf growth 96h	Pf growth 48h
CCC(=O)N1c2ccc(S(=O)(=O)CCC(=O)N3CCN(c4ccccc4)CC3)cc2CC1C (stereo not given)	87%[activator]	-1%	-2	-5	2%	-24%	u
O=C(CSc1ccccn1)Nc1cccc2ccccc12	-15%	-8%	16	78	-10%	7%	7%
CCC(=O)N/C(=N/c1nc(C)cc(C)n1)Nc1ccc(C)cc1	-11%	1%	-6	-11	-5%	12%	-2%
C=CCCC(=O)Nc1nc(C)c(-c2csc(Nc3cc(OC)ccc3OC)n2)s1	-34%	0%	15	27	1%	13µM*	u
CCc1cccc2c(C(=O)COC(=O)c3cnc(C)cn3)c[nH]c12	13%	x	x	x	-3%	-26%	-29%
O=C(C(=O)N1CCN(c2cccc(Cl)c2)CC1)c1cn(CC(=O)N2CCOCC2)c2ccccc12	237%[activator]	1%	-14	-10	-2%	u	u
CCCc1nc(-c2ccccc2O)n(-c2ccccc2)n1	-11%	0%	-3	-15	-3%	u	u
Oc1c(Cl)cc(Cl)cc1C=Nc1ccccc1N1CCCC1	-20%	0%	9	3	x	u	u

The list goes on.
SMILES	AmpC inh no detg	LmPK inhibitor	CHX counter	Shiga inhibitor	TbPYK inhibitor	Pf growth 96h	Pf growth 48h
COc1cc2c(cc1OC)C(C(=O)O)C(c1ccc(C)o1)N(C)C2=O (stereo not given)	2%	1%	-4	-3	-4%	13µM*	33%[activator]
COc1cccc(NC(=O)Nc2nc(SC)ns2)c1	-36%	2%	54*	100*	-2%	91%[activator]	78%[activator]
Cc1nn(-c2ccccc2)c(Cl)c1/C=N/NC(=O)c1ccccc1F	-16%	5%	37*	64*	0%	34%[activator]	27%
O=C(COc1ccccc1)OC(C(=O)c1ccccc1)c1ccccc1 (stereo not given)	-29%	-1%	-2	-6	-7%	u	-6%
COc1ccc(/C=N/N=C(\N)c2nonc2N)cc1OC	-17%	-2%	31*	108*	-5%	u	140%[activator]
O=C(Nc1ccccc1)Nc1cccc2ccccc12	-29%	4%	19*	27	-2%	0%	38%[activator]
S=C(NCc1ccco1)N/N=C/c1ccncc1	-4%	7%	-3	-12	6%	-8%	16%
CCOC(=O)C1CCN(C(=O)C2CCCN(S(=O)(=O)c3ccc(OC)c(Cl)c3)C2)CC1 (stereo not given)	146%[activator]	-1%	-4	-3	-1%	u	-11%

Next results follow:
SMILES	AmpC inh no detg	LmPK inhibitor	CHX counter	Shiga inhibitor	TbPYK inhibitor	Pf growth 96h	Pf growth 48h
Cc1ccc2[nH]cc(CCCN3C(=O)c4ccccc4C3=O)c2c1	-27%	1%	10*	1	-9%	6%	20%
c1cnc(N2CCN(Cc3ccc4c(c3)OCO4)CC2)nc1	0%&-17%&-7%	1%&1%	5&9	-7&17	-6%&4%&0%	u	15%&2%
CCOc1nc2ccccc2cc1C=O	-25%	4%	3	27	9%	134%[activator]	5%
COc1ccc(N2CCN(S(=O)(=O)CCNS(=O)(=O)c3ccccc3)CC2)cc1	u	x	x	x	-3%	25%	11%
c1ccc(-c2n[nH]c3ccccc23)cc1	-27%	6%	15	-39	4%	u	28%
CC(=O)c1c(C)[nH]c(C(=O)COC(=O)c2cccc(S(=O)(=O)N(C)c3ccccc3)c2)c1C	-17%	0%	7	9	0%	u	22%
C/C(CCc1ccccc1)=N\NC(=O)CCc1ccccc1	-14%	1%	0	-6	-4%	38%[activator]	26%
O=C(N/N=C/c1ccoc1)c1ccccc1Br	-26%	2%	7	2	-2%	-7%	1%

Looked up above.
Result of Oc1c(Cl)cc(Cl)cc1C=Nc1ccccc1N1CCCC1 under LmPK inhibitor: 0%
Result of C/C(CCc1ccccc1)=N\NC(=O)CCc1ccccc1 under CHX counter: 0
Result of O=C(COc1ccccc1)OC(C(=O)c1ccccc1)c1ccccc1 (stereo not given) under Pf growth 48h: -6%
Result of O=C(Nc1ccccc1)Nc1cccc2ccccc12 under Shiga inhibitor: 27

(further entries)
SMILES	AmpC inh no detg	LmPK inhibitor	CHX counter	Shiga inhibitor	TbPYK inhibitor	Pf growth 96h	Pf growth 48h
CC(=O)NCCOc1ccc(C(=O)O)cc1	-15%	2%	16	10	-2%	34%[activator]	-1%
COc1ccc(NC(=S)N(CCN2CCCCC2)Cc2ccco2)cc1	-27%	1%[11.5 µM]	9	-10	1%	-29%	-15%
Cc1ccc(S(=O)(=O)CC(=O)Nc2ncc([N+](=O)[O-])s2)cc1	-51%	3%	-2	-4	-6%	26%	-6%
Cc1ccc(-c2csc(=S)n2CC(=O)OCC(=O)NCc2ccc(F)cc2)cc1	-15%	0%	0	37	x	u	x
COCC(=O)N1CCC(Oc2ccc(C(=O)NCc3csc(C(C)C)n3)cc2)CC1	34%	2%	11	2	-4%	-8%	9%
CCCCCC(=O)NNC1=NCC(Cc2ccccc2)S1 (stereo not given)	1%	5%[11.5 µM]	5	-18	-4%	7%	u
CSc1nc(N)nc(SCC(=O)C(C)(C)C)c1C#N	-7%	-2%	22	22	-10%	u	x
CCCC1C2CN(C(C)=O)CC=C2C(C#N)=C(N)C1(C#N)C#N (stereo not given)	-10%	12%	-1	1	-26%	4%[5.75 µM]	10%

(more compounds)
SMILES	AmpC inh no detg	LmPK inhibitor	CHX counter	Shiga inhibitor	TbPYK inhibitor	Pf growth 96h	Pf growth 48h
COc1cc(-c2nn3c(-c4cccnc4)nnc3s2)cc(OC)c1OC	-14%	-7%	-2	-8	-29%	u	x
COc1ccc(-c2nc3ccccc3n2Cc2ccc(C)cc2)cc1	x	-3%	42*	44*	0%	u	u
Cc1ccc(S(=O)(=O)N(CCCN(C)C)Cc2ccc3c(c2)OCO3)cc1	87%[activator]	0%	2	10	1%	29%	8%
Cc1ccc(N(C(=O)Nc2ccccc2)C2=NCCC2)cc1	22%	2%	17*	19	2%	-17%	-22%
Cc1ccc(NC(=O)N[C@H](C(=O)O)C(C)C)c(C)c1	-23%	-7%	-2	3	4%	53%[activator]	14%
COc1ccccc1CNC(=O)CCS(=O)(=O)c1ccc2c(c1)CC(C)N2C(=O)C1CC1 (stereo not given)	27%	14%	-3	27	-8%&0%	31%[activator]	u
O=C1CN=C(c2ccc(Cl)cc2)c2oc3ccccc3c2N1	-16%	1%	1	10	-2%	20%	7%
CC(C)O	x	x	x	x	-1%	2%	-14%

(cont.)
SMILES	AmpC inh no detg	LmPK inhibitor	CHX counter	Shiga inhibitor	TbPYK inhibitor	Pf growth 96h	Pf growth 48h
O=C(O)CSCc1nc2ccccc2[nH]1	-19%	0%	-3	-14	9%	25%	7%
Cc1cc(C)cc(OCC(=O)OCC(=O)NCCC2=CCCCC2)c1	7%	-1%	-4	2	-2%	10%	4%
CCc1ccc(CN2CCC(Oc3ccc(C(=O)NCc4ccccn4)cc3)CC2)o1	69%[activator]	4%	-8	-10	5%	u	u
CC(=O)Nc1ccc(NC(=O)C2CCN(S(=O)(=O)c3cccc4nonc34)CC2)cc1	3%	3%	5	25	-8%	37%[activator]	54%[activator]
CC(C)c1cccc(C(C)C)c1OC(=O)[C@H]1OC(C(C)(C)C)=C[C@@H]1c1ccccc1	-27%	x	x	x	10%	u	u
CCn1c(SCC(=O)O)nnc1-c1cccnc1	-24%	-3%	-1	-11	3%	21%	14%
CC(=O)C1=C(c2ccccc2)OC(N)=C(C#N)C1c1ccccc1C (stereo not given)	-21%	6%	4	-4	-6%	58%[activator]	4%
N#CCS(=O)(=O)c1ccccc1	-26%	2%	-2	3	2%	u	-7%

(list continues)
SMILES	AmpC inh no detg	LmPK inhibitor	CHX counter	Shiga inhibitor	TbPYK inhibitor	Pf growth 96h	Pf growth 48h
Cc1ccc(OCC(O)CNS(=O)(=O)c2ccccc2C(=O)N2CCCCC2)cc1 (stereo not given)	92%[activator]	8%	-4	-7	-9%	-6%	-8%
COc1ccccc1C(=O)Nc1cc(C)ccc1NC(=O)c1ccco1	-23%	0%	8	-8	7%	u	-4%
Cc1cc(C)c(C#N)c(SCc2cc3c(cc2Cl)OCO3)n1	-45%	1%	-5	-7	5%	-3%	32%[activator]
CCNC(=O)NC1(C(=O)Nc2ccc3c(c2)CCC3)CCCCC1	-16%	5%	-2	-9	-5%	2.9µM*	1%
CNC(=O)/C(C#N)=C1\SC(Cc2ccc(F)cc2)C(=O)N1c1ccccc1C (stereo not given)	37%	1%	-2	16	-1%	u	6%
Cc1ccc(C)c(CN2CCSCC2)c1	-6%	9%	-1	-11	24%	3%	u
Cc1cc(C)cc(NC(=O)c2ccc(CNc3c(N4CCOCC4)c(=O)c3=O)cc2)c1	-5%	-3%	-5	-7	1%	-8%	x
O=C(NCCCc1ccccc1)C1CCN(c2nnc(-n3cccc3)s2)CC1	29%	13%	9	11	0%	u	x

Further entries follow.
SMILES	AmpC inh no detg	LmPK inhibitor	CHX counter	Shiga inhibitor	TbPYK inhibitor	Pf growth 96h	Pf growth 48h
CCOC(=O)c1cc(-c2ccccc2C)nn1Cc1cc(CC)no1	-5%	x	x	x	1%	u	u
COCCn1c(-c2ccco2)csc1=Nc1cccnc1	-8%	-1%	-8	-7	-3%	x	u
O=C(C1=C(O)C(=O)N(CCN2CCOCC2)C1c1ccc([N+](=O)[O-])cc1)c1cc2ccccc2o1 (stereo not given)	-30%	-2%	-10	-4	2%	u	13%
O=C(CC1SC(=O)N(c2ccccc2)C1=O)Nc1cccc2ccccc12 (stereo not given)	18µM*	-1%	21*	38	-27%	20%	0%

Full records as entered above. Order of values: AmpC inh no detg	LmPK inhibitor	CHX counter	Shiga inhibitor	TbPYK inhibitor	Pf growth 96h	Pf growth 48h
COCCn1c(-c2ccco2)csc1=Nc1cccnc1 across the screens: -8%	-1%	-8	-7	-3%	x	u
O=C(C1=C(O)C(=O)N(CCN2CCOCC2)C1c1ccc([N+](=O)[O-])cc1)c1cc2ccccc2o1 (stereo not given) across the screens: -30%	-2%	-10	-4	2%	u	13%
